# POLH inh: blocks human DNA polymerase eta activity | Q9Y253 | recombinant Pol eta, fluorescent DNA replication assay | Potency, µM (highest dose often 114 µM), for the others: at the top dose activity change, negative = inhibition, hits mostly inhibitors | hit rate 1.2% among 390,000; further: potency means the concentration at half of the fitted maximal effect; on the % scale 0 is the no-effect control and ±100 the full control effect
# Target sequence (Q9Y253 whole entry, looked up): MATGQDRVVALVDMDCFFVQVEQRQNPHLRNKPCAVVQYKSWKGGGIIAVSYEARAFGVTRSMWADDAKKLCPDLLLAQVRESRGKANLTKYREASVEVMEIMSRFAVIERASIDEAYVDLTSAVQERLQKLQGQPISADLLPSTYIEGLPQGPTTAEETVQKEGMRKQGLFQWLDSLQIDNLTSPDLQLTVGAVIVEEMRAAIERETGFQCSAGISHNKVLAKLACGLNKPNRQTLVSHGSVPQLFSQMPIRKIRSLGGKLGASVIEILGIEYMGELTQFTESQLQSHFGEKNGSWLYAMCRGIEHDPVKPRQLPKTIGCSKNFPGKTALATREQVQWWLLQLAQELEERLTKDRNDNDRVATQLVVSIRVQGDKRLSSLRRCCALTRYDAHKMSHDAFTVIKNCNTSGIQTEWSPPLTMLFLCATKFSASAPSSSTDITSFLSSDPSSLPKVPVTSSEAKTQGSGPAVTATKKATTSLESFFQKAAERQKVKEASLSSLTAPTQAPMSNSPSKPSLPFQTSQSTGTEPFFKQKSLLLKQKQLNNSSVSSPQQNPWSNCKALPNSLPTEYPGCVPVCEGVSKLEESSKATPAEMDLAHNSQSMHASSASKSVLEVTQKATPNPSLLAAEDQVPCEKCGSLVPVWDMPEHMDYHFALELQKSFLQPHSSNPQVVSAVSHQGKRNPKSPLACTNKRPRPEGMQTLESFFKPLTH
#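 Pol eta at 10 nM preincubated with compounds 15 min at room temperature; reaction started with fluorescent substrate (50 nM final) and read kinetically at 0 and 10 min.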
# 12-LOX inh: ALOX12 (human) lipoxygenase inhibition; purified 12hLO, xylenol orange hydroperoxide absorbance; AID 1671190; P18054; hit rate 1.1% among 580,000; Potency, µM (doses to about 108 µM), for the others: at the highest dose activity change, negative = inhibition, actives largely listed as inhibitors; further: potency means the concentration at half of the fitted maximal effect; on the % scale 0 is the no-effect control and ±100 the full control effect
#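 Purified human 12hLO at 150 nM in 25 mM Hepes, 0.01% Triton X-100, pH 7.0, preincubated 15 min at room temperature with compound. Reaction started with 40 uM arachidonic acid, 30 min at room temperature. Hydroperoxide measured by Fe-xylenol orange, 573/405 nm absorbance ratio.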
# RGS4 inhibitor: blocks human RGS4-accelerated GTP hydrolysis. P49798. Transcreener GDP fluorescence polarization, RGS4-accelerated GTP hydrolysis. Potency, µM (doses to about 114 µM), without a hit: at the highest dose activity change, negative = inhibition, hits mostly inhibitors. hit rate 0.039% among 390,000. AID 504845; further: potency means the concentration at half of the fitted maximal effect; on the % scale 0 is the no-effect control and ±100 the full control effect; nearly all actives have a fitted effect of over 75% in size; some results filed as inactive show a strong effect at the top dose
# Target sequence (P49798 whole entry, looked up): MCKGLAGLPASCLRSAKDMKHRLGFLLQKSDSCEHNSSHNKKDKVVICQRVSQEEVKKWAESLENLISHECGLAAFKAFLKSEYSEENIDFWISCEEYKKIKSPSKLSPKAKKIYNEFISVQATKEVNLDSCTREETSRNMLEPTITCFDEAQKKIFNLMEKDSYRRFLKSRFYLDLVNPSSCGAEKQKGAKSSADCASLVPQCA
#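 MLSMR compounds (23 nl, pin-transferred) preincubated 10 min at room temperature with a 500nM (2x) first reagent, then RGS4 at 900nM (2x) plus Transcreener GDP mix added; fluorescence polarization (620/688 nm) read before and after 90 min at 30 °C.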
# Apoferritin bind: binds horse apoferritin like a general anesthetic. P02791. apoferritin/1-aminoanthracene competitive binding, fluorescence. Potency, µM (top dose mostly 77.5 µM), inactives show top-dose activity change, negative = displacement, actives largely listed as inhibitors. hit rate 0.074% among 350,000; further: potency means the concentration at half of the fitted maximal effect; on the % scale 0 is the no-effect control and ±100 the full control effect; nearly all actives have a fitted effect of over 20% in size
# Target sequence (P02791 2-175 limits assumed): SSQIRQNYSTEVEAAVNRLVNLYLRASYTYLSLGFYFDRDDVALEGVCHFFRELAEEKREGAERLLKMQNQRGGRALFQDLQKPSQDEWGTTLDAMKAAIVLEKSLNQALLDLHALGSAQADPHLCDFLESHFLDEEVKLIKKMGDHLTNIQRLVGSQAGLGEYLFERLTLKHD
#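 Read-out: endpoint 1-AMA fluorescence, excitation 380 nm and emission 535 nm, after compounds sit 10 min at room temperature with 10 uM horse-spleen apoferritin in 50% saturated 1-AMA/PBS. Values come from four-parameter Hill fits.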
# LDHA block: blocks human lactate dehydrogenase A | AID 1347041 | hit rate 0.15% among 480,000 | purified LDHA, NADH/diaphorase-resazurin fluorescence; stronger effect = lower value | activity change, % (values are at about 110 or 230 µM) | P00338; in the data active means activity change below about -30%; inconclusive means mostly about -25% to -30%;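 further: plate controls were DMSO wells for no effect and wells without enzyme for full effect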
#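 LDH5 2 nM; NADH 0.06 mM, pyruvate 0.2 mM; 200 mM Tris pH 7.4, EDTA, Tween-20; 5 min RT. Detection: diaphorase 0.133 mg/mL + resazurin 37 µM, fluorescence ex540/em590 at 0 and 20 min; normalized to enzyme-free and DMSO wells.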
# Pol kappa inh: blocks human DNA polymerase kappa activity. purified Pol kappa, fluorescent DNA synthesis assay, 10 min. Q9UBT6. Potency, µM (top dose mostly 107 µM), for inactives: at the top dose activity, negative = inhibition, usual class: inhibitors. hit rate 0.53% among 400,000; further: potency means the concentration at half of the fitted maximal effect; on the % scale 0 is the no-effect control and ±100 the full control effect
#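 Fluorescent qHTS in 1536-well format: enzyme (10 nM) and compound sat 15 min at room temperature before 50 nM substrate (final) was added. Signal taken at 0 and 10 min; no-enzyme buffer wells were negative controls.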
# ERG Ets-DNA blk: inhibitors of human ERG Ets domain-DNA interaction. P11308. fluorescence polarization, His-ERG Ets domain / labelled DNA. Potency, µM (top dose mostly 76.9 µM), inactives show at the top dose FP activity, negative = inhibition, most hits filed as inhibitors. hit rate 0.028% among 370,000; active means well fitted inhibition curve with a large enough effect in the polarisation, with a control signal flat; inconclusive means small, poorly fitted or top-dose-only effect, or effect the other way, or a change in a side signal; inactive means no such curve, though single readings can be large or run the other way; the % refers to the polarisation;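 further: polarization taken with two DNA probes labelled with fluorescein and Texas red; potency means the concentration at half of the fitted maximal effect; % of control where 0% means no effect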
#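 His-tagged ERG Ets domain (1 uM in the protein solution; 300mM KCl, 50mM Tris-HCl, 1mM EDTA, 1mM DTT, pH 7.5) received compound, then a probe mix of 5 nM fluorescein-DNA and 100nM Texas-615-DNA. Fluorescence polarization was read for both dyes.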
# APE1 inh: inhibitors of human APE1 endonuclease. P27695. recombinant APE1, TAMRA/BHQ-2 abasic DNA cleavage fluorescence. Potency, µM (highest dose often 65.8 µM), for the others: at the highest dose activity change, negative = inhibition, actives largely listed as inhibitors. hit rate 0.35% among 350,000;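 further: potency means the concentration at half of the fitted maximal effect; plate controls were vehicle for no effect and reference inhibitor for full effect; nearly all actives have a fitted effect of over 55% in size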
#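 Activity was derived from the fluorescence gain between first and third kinetic reads (60 s intervals, ex 525/em 598 nm) after 50 nM THF-abasic TAMRA/BHQ-2 duplex was added to 0.75 nM APE1 preincubated 15 min with compound.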
# Pol beta inh: blocks human DNA polymerase beta activity. Potency, µM (doses to about 114 µM), inactives show at the top dose activity change, negative = inhibition, hits mostly inhibitors. Pol beta primer extension/strand displacement, fluorescence kinetic. hit rate 1.3% among 340,000; further: potency means the concentration at half of the fitted maximal effect; on the % scale 0 is the no-effect control and ±100 the full control effect
#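 Values derive from four-parameter Hill fits of normalized kinetic data: reads at 0 and 10 min following addition of 50 nM substrate to 10 nM Pol beta preincubated 15 min with compound.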
# * = called active by the depositor; ? = inconclusive; · = no result given; & = joins results of further samples; [ ] = remark or other dose. Unless noted, the call rests on the fitted dose curve; in most records, active means well fitted curve in the direction sought with a large enough effect; inconclusive means small, poorly fitted or top-dose-only effect, or another doubt; inactive means no such curve, though single readings can be large; an effect the other way counts as inactive or inconclusive. The list is partial; count on the stated rates, not on these rows.
SMILES,POLH inh,12-LOX inh,RGS4 inhibitor,Apoferritin bind,LDHA block,Pol kappa inh,ERG Ets-DNA blk,APE1 inh,Pol beta inh
O=C(Nc1ccc(C(F)(F)F)cc1)c1cc(S(=O)(=O)NCC2COc3ccccc3O2)ccc1F (stereo not given),-10.1%,-19.4%,-6.8%,-19.2%,-4.1,-23.5%,-2.2%,-2.6%,-9.0%
COC(=O)[C@]1(Cc2ccccc2)N[C@H](CN(C)S(=O)(=O)c2ccc(OC(F)(F)F)cc2)[C@@H]2C(=O)N(C)C(=O)[C@@H]21,-8.9%,-10.6%,7.4%,·,-5.1,-11.1%,3.5%,18.0%,·
CCCN(CCC)C(=O)CSc1nc2n[nH]c(C)c2c(=N)n1-c1ccc(OC)cc1,-6.1%,9.7%,0.6%,?,5.7,0.7%,7.9%,-7.0%,-3.2%
CCOc1ccc2[nH]c3c(=O)n(CCC4=CCCCC4)cnc3c2c1,-7.0%,-16.3%,-21.5%,-4.7%,8.5,-5.7%,-12.8%,3.6%,?
CCc1noc(-c2ccc(N3CCCCC3C)c([N+](=O)[O-])c2)n1 (stereo not given),-17.3%,-12.4%,-22.4%,?,4.5,-3.2%,-1.7%,·,-14.5%
COc1ccccc1NC(=O)COC(=O)c1cnccn1,2.0%,-11.5%,2.1%,-9.5%,-4.0,-3.2%,2.8%,-3.4%,10.2%
CCOC(=O)c1cnc2ccccc2c1Nc1ccc(C(=O)O)cc1,-4.1%,-21.8%,-0.3%,-7.4%,1.6,17.9%,-2.0%,1.8%,-0.4%
COc1ccc(/C=C/C(=O)Nc2ccccc2C(N)=O)cc1S(=O)(=O)N1CCOCC1,0.0%,-11.7%,8.5%,·,-7.8,-3.9%,-3.4%,8.2%,·
CCn1cc2nc(SCc3ccc(F)cc3)n(Cc3ccc(Cl)cc3)c(=O)c2n1,-5.8%,-3.2%,-26.7%,-13.9%,-1.4,5.0%,4.5%,·,-0.7%
CNc1ccc(Br)cc(C(=O)/C=C/c2ccc(Cl)cc2Cl)c1=O,50.1µM*,12.6µM*,?,-7.0%,10.3,-24.6%,-0.8%,-7.1%,31.6µM*
CC(=O)c1cc(-c2ccccc2)n(CCC(=O)Nc2cc(C)cc(C)c2)c1C,-7.7%,-19.1%,1.6%,5.6%,-13.8,-19.5%[60.1 µM],0.2%,·,2.7%
COc1ccccc1NC(=O)C1CCN(S(=O)(=O)c2ccc3c(c2)NC(=O)C(C)S3)CC1 (stereo not given),-17.8%,2.0%,4.3%,-5.8%,0.7,2.5%,14.2%,33.1%,-6.5%
CCCNC(=O)c1nc(C)n(-c2cc(Cl)cc(Cl)c2)n1,-18.4%,?,-11.5%,-6.6%,-6.2,-4.4%,12.4%,-6.3%,10.7%
O=C(NN=Cc1c(F)cccc1F)c1ccccc1NS(=O)(=O)c1cccs1,-13.5%,-0.3%,-5.0%,·,0.2,-2.9%,-0.9%,-10.0%,·
Cc1noc(C)c1COC(=O)c1ccc2c(c1)OCCO2,-12.5%,0.0%,-15.1%,-6.0%,-1.0,2.3%,-5.6%,7.6%,3.3%

# Structures from the list above with an aryl thioether with sulfur outside any ring, in the order listed:
SMILES,POLH inh,12-LOX inh,RGS4 inhibitor,Apoferritin bind,LDHA block,Pol kappa inh,ERG Ets-DNA blk,APE1 inh,Pol beta inh
CCCN(CCC)C(=O)CSc1nc2n[nH]c(C)c2c(=N)n1-c1ccc(OC)cc1,-6.1%,9.7%,0.6%,?,5.7,0.7%,7.9%,-7.0%,-3.2%
CCn1cc2nc(SCc3ccc(F)cc3)n(Cc3ccc(Cl)cc3)c(=O)c2n1,-5.8%,-3.2%,-26.7%,-13.9%,-1.4,5.0%,4.5%,·,-0.7%

# (cont.)
SMILES,POLH inh,12-LOX inh,RGS4 inhibitor,Apoferritin bind,LDHA block,Pol kappa inh,ERG Ets-DNA blk,APE1 inh,Pol beta inh
CCn1nc(C)c2c(-c3ccccc3)cc(=O)n(C(C)C(=O)NCCc3ccccc3)c21 (stereo not given),-2.7%,?,-29.8%,5.3%,3.6,-9.0%,-4.2%,·,-1.5%
Cc1cc(NC(=O)CN(C)S(=O)(=O)c2cnc[nH]2)ccc1Br,1.3%,-2.5%,-5.0%,-5.0%,-5.6,-4.4%,1.2%,-9.2%,47.2%
COc1ccc2c(Sc3ccc(C)cc3)c(C(=O)NC(C)c3ccccc3)[nH]c2c1 (stereo not given),-10.7%,5.0%,-1.5%,1.7%,1.5,-3.5%,-3.9%,·,-0.3%
O=C(Nc1ccc(Br)cc1)C1CCC(=O)N1Cc1ccccc1Cl (stereo not given),-23.6%,-14.6%,-21.0%[11.4 µM],-12.6%,-3.4,-3.0%,0.1%,-5.6%,15.1%
CCOC(=O)CNC(=S)N1CCn2c(nc3ccccc32)C1,-13.6%,-6.8%,-12.6%,-2.9%,-3.1,-3.2%,1.8%,4.1%,-4.7%
COc1cc(CC(=O)OCC(=O)NCc2cccs2)cc(OC)c1OC,3.7%,-2.2%,11.8%,·,-6.1,-10.2%,6.5%,5.3%,·
CCN(CC)S(=O)(=O)c1ccc2c(c1)nc(CCC(=O)OCC(=O)Nc1c(F)cccc1F)n2C,-9.8%,10.4%,-21.9%,6.4%,-1.3,-8.8%,4.3%,19.0%,4.2%
COC(=O)c1cccc(F)c1C(=O)c1cccc2ccccc12,-24.1%,6.0%,-15.3%,·,5.8,-8.6%,4.0%,·,·
Cc1ccc(NC(=O)C2CCCN(c3nnc(-n4c(C)ccc4C)s3)C2)cc1Cl (stereo not given),·,3.3%&-26.0%,-14.9%,?,0.7&-0.4,-13.1%,4.9%,·,14.9%
O=C(NCc1ccc2c(c1)OCO2)c1ccc(CSCc2ccccc2Cl)o1,1.2%,-16.2%,13.1%,-9.6%,-7.3,-8.9%,-12.5%,3.9%,-1.1%
COc1ccccc1CNCC(O)(c1ccc(F)cc1)c1ccc(F)cc1,-21.8%,0.0%,-4.2%,3.4%,-3.7,3.4%,-10.6%,12.2%,49.6%
CCC(C)[C@H]1CNC(=S)N1CCc1cc(C(F)(F)F)cc(C(F)(F)F)c1 (stereo not given in full),-22.0%,?,2.8%,-1.9%,4.9,-4.9%,-5.5%,3.7%,?
Cc1csc(NC(=O)CSc2nnc(-c3ccco3)n2C)n1,8.6%,0.0%,16.6%,-14.4%,1.8,-10.7%,-1.5%,4.8%,8.8%
CC(=O)Nc1ccc(N2C(=O)CC(N3CC(C)OC(C)C3)C2=O)cc1 (stereo not given),5.2%,0.0%,-10.0%,-5.9%,-1.9,-12.2%,3.3%,14.8%,2.3%
OCC[C@@H]1C[C@H](O)[C@@H](O)[C@]2(Cc3ccccc3O2)O1,-6.4%,·,10.0%,-11.9%,-7.8,2.6%,-14.1%,27.6%,3.9%
Cc1c(Cl)cccc1N/C(=N/S(=O)(=O)c1cccs1)c1ccccc1,-17.7%,?,-1.3%,?,-1.8,-14.6%,-1.5%,4.8%,?
CC(=O)N1Cc2ccccc2C(C)CC12CCCCC2 (stereo not given),?,4.8%,-4.3%,-0.8%,-11.0,-1.3%,-9.4%,13.4%,-1.6%
COc1ccc(-c2[nH]ncc2/C=C(/C#N)C(=O)NC2CCCCC2)cc1,-11.2%,-16.7%,-32.5%,?,0.8,-15.7%,7.8%,-2.1%,-10.8%
COc1ccc(S(=O)(=O)N(C)C[C@H]2Oc3c(NC(=O)Nc4ccc(C(F)(F)F)cc4)cccc3C(=O)N([C@H](C)CO)C[C@@H]2C)cc1,-27.0%,·,-5.6%,·,0.1,-18.9%,-6.2%,-7.9%,·
COc1cccc(Nc2nc(N)c([N+](=O)[O-])c(N3CCOCC3)n2)c1,-21.3%,0.0%,?,-2.0%,-5.7,2.2%,5.4%,-5.8%,2.0%
Cc1cccc(OCc2nnc(SCC(=O)N3CCc4ccccc43)n2C)c1,-4.7%,-10.5%,5.2%,-23.5%,2.9,-6.6%,-13.0%,20.4%,-20.6%
CN(Cc1ccco1)C(=O)C(Cc1ccccc1)NS(=O)(=O)c1ccc2c(c1)CCC(=O)N2 (stereo not given),-18.1%,-0.5%,-9.6%,-8.6%,2.6,-0.6%,13.6%,11.6%,7.3%
COc1cccc(CN2CCNC(=O)C2CC(=O)NCCCN2CCCC2=O)c1 (stereo not given),-4.0%,0.0%,24.6%,8.4%,1.6,-7.1%,3.4%,-9.3%,40.8%
Cc1ccc(-n2c(SCC(N)=O)nc3c(oc4ccccc43)c2=O)cc1,-4.0%&-18.5%,?,8.2%[56.9 µM],-2.1%&-13.0%,-0.1&-2.3,7.8%&1.0%,-5.8%&-6.1%,69.9%[activator],4.6%&-0.2%
CC(=O)Nc1ccc(NS(=O)(=O)c2cc(-c3cnc(C4CC4)o3)ccc2C)cc1,2.2%,3.7%,0.2%,-12.0%,-0.5,2.7%,9.0%,-19.4%,9.2%
Cc1ccnc(NC(=O)CCC2CCCCC2)c1,-25.9%,?,14.4%,?,0.9,-9.1%,-0.4%,7.4%,9.3%
O=C(O)COC(=O)C1C(c2ccccc2)C(C(=O)O)C1c1ccccc1 (stereo not given),-8.9%,-9.7%,4.2%,-2.0%,2.3,-0.3%,22.6%,1.6%,-1.6%
CC12C=CC3(CN(Cc4ccccc4)C(=O)C3C1C(=O)NCc1ccco1)O2 (stereo not given),-8.2%,-7.1%,-22.8%,-11.4%,11.4,-4.0%,4.0%,-3.1%,27.7%
